Source: PubChem BioAssay (several laboratories)
SIAE primary: blocks human sialic acid acetylesterase; Q9HAT2; SIAE FP-Rh probe binding, fluorescence polarization; inhibition, % at 9.66 µM; actives 0.69% (n = 370,000);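 active = inhibition above a cutoff: mean of compounds within the control limits plus 3 SD of those, cut at about 17% in these data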;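 also: 0% = plate median of compound wells and 100% = probe without SIAE protein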
Target sequence (Q9HAT2 whole entry, looked up): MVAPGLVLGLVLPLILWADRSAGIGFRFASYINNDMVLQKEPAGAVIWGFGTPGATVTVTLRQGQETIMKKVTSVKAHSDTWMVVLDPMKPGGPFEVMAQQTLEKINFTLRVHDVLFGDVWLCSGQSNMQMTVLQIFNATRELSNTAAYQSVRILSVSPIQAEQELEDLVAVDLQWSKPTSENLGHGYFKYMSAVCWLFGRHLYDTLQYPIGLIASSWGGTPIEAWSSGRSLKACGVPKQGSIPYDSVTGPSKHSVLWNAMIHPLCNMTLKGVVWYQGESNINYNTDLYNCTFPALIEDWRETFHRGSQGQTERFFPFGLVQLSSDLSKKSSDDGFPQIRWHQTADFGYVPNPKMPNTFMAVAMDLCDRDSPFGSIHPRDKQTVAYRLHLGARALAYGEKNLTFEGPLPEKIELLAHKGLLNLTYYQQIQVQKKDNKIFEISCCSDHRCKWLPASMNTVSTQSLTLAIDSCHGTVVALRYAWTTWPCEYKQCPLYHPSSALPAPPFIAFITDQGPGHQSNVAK
MBD2 DNA inh: inhibitors of human MBD2 binding to methylated oligonucleotide; TR-FRET; inhibition, % at 4.4 µM; actives 0.31% (n = 370,000); in the data active = inhibition above about 13%
PRMT1 FP inh: inhibitors of human PRMT1; Q99873; recombinant PRMT1, activity-based probe fluorescence polarization; inhibition, % at 2.79 µM; actives 1.3% (n = 370,000); AID 652257;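 active = inhibition above about 21% made by adding two undisclosed values, limit read from the data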
Target sequence (Q99873 whole entry, looked up): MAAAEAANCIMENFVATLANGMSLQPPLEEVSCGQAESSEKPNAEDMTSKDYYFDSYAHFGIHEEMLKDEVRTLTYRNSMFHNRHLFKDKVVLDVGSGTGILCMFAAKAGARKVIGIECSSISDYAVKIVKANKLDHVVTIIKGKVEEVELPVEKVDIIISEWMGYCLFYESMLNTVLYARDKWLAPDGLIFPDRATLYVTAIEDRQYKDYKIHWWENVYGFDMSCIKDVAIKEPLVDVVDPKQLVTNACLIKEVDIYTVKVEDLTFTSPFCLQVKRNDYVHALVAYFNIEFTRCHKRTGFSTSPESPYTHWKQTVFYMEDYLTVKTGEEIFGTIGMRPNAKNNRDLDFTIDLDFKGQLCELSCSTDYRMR
UHRF1 binding: blocks human UHRF1 binding to methylated DNA. UHRF1 binding to methylated oligo, TR-FRET. inhibition, % at 4.4 µM. Q96T88. AID 687016. actives 0.75% (n = 370,000); in the data active = inhibition above about 21%;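 also: UHRF1 SRA domain binding a hemimethylated CpG hairpin DNA probe; 0% = median of test compound wells and 100% = reference inhibitor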
NPR1 activator: GC-A (human) enzyme activation. AID 1671463. actives 0.14% (n = 370,000). P16066. activation, % at 10 µM. HEK293 GC-A cells, cGMP TR-FRET, EC30 ANP; 0% at EC30 ANP, 100% saturating ANP; in the data active = activation above about 40%
ABHD4 inh: inhibits mouse alpha/beta hydrolase domain 4; AID 720543; actives 0.54% (n = 370,000); inhibition, % at 8.92 µM; purified mABHD4, FP-Rh probe fluorescence polarization;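 active = inhibition exceeding the mean over every tested compound plus 3 SD, cut at about 30% in these data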;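 also: 0% = plate median of compound wells and 100% = S159A mutant with DMSO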
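system = mouse ABHD4 enzyme, wild type | medium = HEPES pH 7.0, NaCl, Pluronic buffer | also added = FP-Rh probe | incubation = Enzyme–compound pre-incubation 45 min, then probe 60 min, both 25 °C | technique = fluorescence polarization, excitation 525 nm, emission 598 nm, BODIPY TMR filters | controls = S159A mutant high control, sample median low control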
NPR2 activator: GC-B (human) receptor activation. P20594. HEK293-GC-B cells, CNP EC30, cGMP TR-FRET; 0% at EC30 CNP, 100% saturating CNP. activation, % at 10 µM. actives 0.11% (n = 370,000). AID 1920062;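 active = activation at 10 µM reaching about 35% in either raw or pattern-adjusted values, limit read from the data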
rCAG binder: molecules binding r(CAG) RNA repeats | AID 651821 | r(CAG) RNA repeat, TO-PRO-1 dye displacement fluorescence | actives 1.3% (n = 370,000) | inhibition, % at 3 µM;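 active = inhibition above the plate cutoff, the mean of all test compounds on that plate plus 3 SD, cut at about 35% in these data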;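 also: 0% = DMSO alone and 100% = 100 µM mitoxantrone as full dye displacement; higher means more dye released from RNA so lower well fluorescence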
HTRA1 inh: inhibitors of human serine peptidase HTRA1. Q92743. recombinant HTRA1, FP-rhodamine activity-based probe, fluorescence polarization. inhibition, % at 5.96 µM. actives 0.5% (n = 340,000). AID 504803; in the data active = inhibition above about 36%;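 also: 0% = enzyme with DMSO and 100% = wells lacking enzyme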
TCR CD3 inh: inhibitors of human TCR-CD3 interaction. TAMRA-labeled TCR probe fluorescence, biochemical. inhibition, % at 9.4 µM. actives 0.37% (n = 360,000); in the data active = inhibition above about 19%;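 also: recombinant mutant TCR 2C K166C tagged with TAMRA read by polarization; 0% = receptor in buffer alone and 100% = receptor with positive control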
Starred values were filed as active, the others as inactive; . = no result given. This is a subset. The share of hits here may be higher or lower than overall.

SMILES	SIAE primary	MBD2 DNA inh	PRMT1 FP inh	UHRF1 binding	NPR1 activator	ABHD4 inh	NPR2 activator	rCAG binder	HTRA1 inh	TCR CD3 inh
Cc1cc(C(=O)CCC(=O)N2CCN(c3ccccc3)CC2)c(C)s1	-2	-5	0	-1	-3	0	-1	-3	-6	16
O=C(NCc1cccnc1)c1ccc(NS(=O)(=O)c2ccccc2)cc1	2	3	4	2	2	1	3	-2	7	-2
CCCCOCCCNC(=O)N[C@H](C(=O)O)C(C)CC (stereo not given in full)	-1	1	-8	2	-2	-6	-4	-1	3	4
O=C(CSc1nc2ccccc2c(=O)n1CCCN1CCOCC1)c1c[nH]c2ccccc12	-2	4	-1	2	1	-7	-3	0	-20	4
CCCC[C@@H]1C(=O)N2N=C(c3ccccc3)c3ccccc3[C@H]2N2N=C(c3ccccc3)c3ccccc3[C@@H]12	7	-1	-2	4	-5	2	-3	9	.	.
CCN(CC)S(=O)(=O)c1cccc(NC(=O)COC(=O)C2CC3C=CC2C3)c1 (stereo not given)	-11	7	4	5	1	-10	-2	-1	-6	-7
O=C(CN1CCCC1)Nc1ccc(OC(F)(F)F)cc1	-3	-2	0	-2	0	2	3	-3	1	-6
NC1=NC(=Nc2ccc(S(=O)(=O)N3CCOCC3)cc2)c2ccccc21	-1	-2	-5	-2	0	-2	-3	2	-1	-6
O=C(c1ccccc1)N1N=C(c2ccccc2)CC1c1ccccc1 (stereo not given)	-4	7	6	13	-22	-20	-13	-2	0	-5
COCCNS(=O)(=O)c1cccc2cccnc12	-4	2	-3	1	0	-1	2	3	5	7
COc1ccc(CNC(=O)Cc2cn(C)c3ccccc23)c(OC)c1	4	-3	1	1	-7	2	-3	-5	1	-2
Cc1sc2ncnc(NCC(c3ccco3)N3CCCC3)c2c1C (stereo not given)	0	-1	-3	-1	-13	-3	-17	0	3	3
COCCOC(=O)C1=C(C)Nc2nc(C)nn2C1c1ccccc1 (stereo not given)	-4	7	1	0	-4	8	3	-4	-8	-8
CC(=O)N1CCc2cc(S(=O)(=O)N3CCOCC3)ccc21	-3	-2	-3	0	-1	4	-3	1	0	5
O=S(=O)(Nc1ccc2cn[nH]c2c1)c1ccc(C(F)(F)F)cc1	-1	0	0	-1	-1	-5	-1	5	-4	2
O=C(CSc1n[nH]c(-c2ccncc2)n1)Nc1ccccc1Cl	4	-3	0	-2	1	1	-2	3	1	8
O=S(=O)(c1cccs1)N1CN(C2CCCC2)c2nc3ccccc3nc21	-1	1	-5	-2	2	-7	1	5	.	2
Cc1ccc(-c2cccc([C@H]3[C@@H]4C=CC[C@@H](C)[C@@H]4C(=O)N3Cc3ccccc3)c2)cc1	-8	2	-1	0	5	-1	6	7	-42	4
CCNC1CCS(=O)(=O)C1 (stereo not given)	2	3	8	3	2	-3	4	1	3	-6
CN1C(=S)SC2CS(=O)(=O)CC21C (stereo not given)	5	-5	-14	1	4	5	-1	1	-2	0

Brought forward from above: four compounds, followed by the next part.
SMILES	SIAE primary	MBD2 DNA inh	PRMT1 FP inh	UHRF1 binding	NPR1 activator	ABHD4 inh	NPR2 activator	rCAG binder	HTRA1 inh	TCR CD3 inh
O=S(=O)(c1cccs1)N1CN(C2CCCC2)c2nc3ccccc3nc21	-1	1	-5	-2	2	-7	1	5	.	2
Cc1ccc(-c2cccc([C@H]3[C@@H]4C=CC[C@@H](C)[C@@H]4C(=O)N3Cc3ccccc3)c2)cc1	-8	2	-1	0	5	-1	6	7	-42	4
CCNC1CCS(=O)(=O)C1 (stereo not given)	2	3	8	3	2	-3	4	1	3	-6
CN1C(=S)SC2CS(=O)(=O)CC21C (stereo not given)	5	-5	-14	1	4	5	-1	1	-2	0
Cc1cc(C(=O)OC(C(=O)Nc2ccc(C)c(Cl)c2)c2ccccc2)c(C)o1 (stereo not given)	-79	-1	0	0	0	-55	5	10	-63	5
COc1cc(/C=C2\SC(=Nc3ccccc3)N(Cc3ccco3)C2=O)ccc1OC(C)C(=O)O (stereo not given)	-1	2	-2	-2	5	-19	4	67*	-19	2
CCOc1ccc(C(=O)NC(C(=O)NCc2ccccc2OC)C(C)C)cc1 (stereo not given)	1	-7	-1	-3	-3	-1	-4	-4	-5	2
O=c1c([N+](=O)[O-])c[nH]c2ccccc12	0	-4	0	0	-1	0	-7	4	-16	2
COC(=O)CSc1nnc(CNS(=O)(=O)c2ccc(Br)cc2)n1C	0	-4	0	-4	0	1	1	-2	0	3
COc1ccc(-c2nc3c(C)cc(Br)cn3c2Cc2cccc(F)c2)cc1OC	-4	3	6	10	7	-7	5	13	.	-3
CCOC(=O)CSC1=Nc2ccccc2C2=NC(CC(=O)NCc3ccccc3)C(=O)N12 (stereo not given)	-1	0	9	6	3	14	-5	5	6	-7
COc1ccccc1NC(=O)CSc1nnc(Cn2c(=O)sc3ccccc32)n1C	6	5	6	4	6	7	4	0	-4	-11
O=C(NCc1cc(Cl)cc(Cl)c1)c1ccc2nc(COCCO)[nH]c2c1	-4	1	3	21*	-3	1	-5	6	.	3
O=C(COC(=O)c1cccnc1SC(F)F)NC1CC1	-5	0	1	2	4	8	-4	3	3	1
CC1=C(C(=O)N2CCOCC2)C(c2cc(C)ccc2C)NC(=S)N1 (stereo not given)	1	-1	0	2	6	1	1	0	-2	3
CCCCNC(=S)NNC(=O)c1cc(C2CC2)nc2ccccc12	5	0	1	-1	1	2	3	17	1	-1
Cc1cc(C)c(S(=O)(=O)N2CCCC(C(=O)NC3CCCC3)C2)c(C)c1 (stereo not given)	-1	-7	-4	0	0	-3	4	1	-5	6
O=C1CCN(Cc2ccccc2)CCN1[C@H](CO)c1ccccc1	-4	1	-2	2	-2	-4	5	-4	0	-4
Cc1cc(C)n(-c2ccc(C(=O)OCn3nnc4ccccc4c3=O)cc2)n1	-3	2	3	3	13	-1	9	-6	-9	-10
COc1ccc(C2c3[nH]c4ccccc4c3CCN2C(=O)c2ccc(=O)n(C)n2)c(F)c1 (stereo not given)	-1	3	1	-1	24	-17	34	5	-10	0
CC(C)CC(=O)Nc1ccc(C(=O)Cn2c(=O)oc3ccccc32)cc1	0	2	-1	3	-4	-1	-6	4	-15	0
Cc1c(OCC(=O)NCCN2CCOCC2)ccc2c(-c3ccccc3)cc(=O)oc12	0	-1	0	0	3	2	-5	-4	4	-2
Cc1nc(NCC2CCCO2)c2nnn(Cc3ccccc3)c2n1 (stereo not given)	1	-1	1	1	6	7	0	-6	-2	2
Cc1nc(C(=O)Nc2ccccc2)sc1C(=O)Nc1ccccc1	4	1	1	0	2	-5	-1	3	-16	-1

Shown as a hit in UHRF1 binding, of those listed so far:
| compound | SIAE primary | MBD2 DNA inh | PRMT1 FP inh | UHRF1 binding | NPR1 activator | ABHD4 inh | NPR2 activator | HTRA1 inh | TCR CD3 inh |
| --- | --- | --- | --- | --- | --- | --- | --- | --- | --- |
| O=C(NCc1cc(Cl)cc(Cl)c1)c1ccc2nc(COCCO)[nH]c2c1 | -4 | 1 | 3 | 21* | -3 | 1 | -5 | . | 3 |

Other entries:
SMILES	SIAE primary	MBD2 DNA inh	PRMT1 FP inh	UHRF1 binding	NPR1 activator	ABHD4 inh	NPR2 activator	rCAG binder	HTRA1 inh	TCR CD3 inh
COCCCNC(=O)c1ccc([N+](=O)[O-])c(Cl)c1	-4	-1	2	3	-5	-4	-2	3	-2	-8
COc1cccc(C(=O)N[C@H](C(=O)N2CCC[C@H]2C(=O)NCc2ccccc2)C2CCCCC2)c1	-1	1	3	1	-2	-2	0	0	.	-1
CCCCC(CC)C(=O)N1CCN(C(=O)c2ccco2)CC1 (stereo not given)	-2	3	3	1	3	9	3	-6	-3	-2
COc1ccc(CNC(=O)N2CCN(c3ccccc3OC)CC2)cc1	2	-3	-2	-2	0	2	0	-6	8	1
CCCNC(=O)c1ccc(N2CCC3(CC2)CC(c2cccc(Br)c2)=NO3)c(NC(=O)c2ccco2)c1	-18	1	-1	-4	-2	-29	-2	13	-75	2
Cc1onc(-c2ccccc2)c1C(=O)Nc1ccc(Cl)cn1	-1	4	-1	3	2	-9	-2	-2	-5	-2
CCOC(=O)CC1C(=O)NCCN1S(=O)(=O)c1ccc(Cl)c(Cl)c1 (stereo not given)	0	-3	-2	0	3	1	4	0	-7	2
CCc1cccc(NS(=O)(=O)c2ccc3c(c2)oc(=O)n3C)c1	0	-9	-1	1	5	0	1	2	2	-5
CCc1noc(C)c1C(=O)NNC(=O)COc1cc(C)ccc1C	2	-11	-1	-1	1	3	4	5	3	-1
O=C(OCC(=O)N1CCOCC1)c1ccc(O)cc1	15	-7	0	0	4	2	1	0	3	7
CSc1nc(C)cc(SCCO)n1	-14	2	0	-2	2	0	3	-1	-6	3
Cc1ccc(-n2c(SCC(=O)O)nc3sc4c(c3c2=O)CCCC4)cc1	1	0	1	2	-2	2	-1	25	6	3
CCOC(=O)N1CCN(C(=O)c2cccc(OC)c2OC)CC1	3	-4	1	-2	1	4	0	0	0	8
CCC(C)(C)n1nnnc1C(c1ccccn1)N1CCCCC1 (stereo not given)	7	1	1	2	-8	6	-8	0	-1	1
COc1cccc(COC(=O)C2CCN(C(=O)c3ccccc3C)CC2)c1OC	2	-1	-1	-5	-2	-9	1	-11	-1	7
COC(=O)C1(Cc2cc(-c3cccnc3)no2)CCN(C(=O)OC(C)(C)C)CC1	0	0	0	-2	3	-1	4	-14	3	1
CCOC(=O)c1c(S(=O)(=O)NCC(=O)Nc2ccc(F)cc2F)c(C)n(C)c1C	0	-4	-1	0	3	-3	0	0	-4	0

Some values from the entries so far.
`COc1cccc(C(=O)N[C@H](C(=O)N2CCC[C@H]2C(=O)NCc2ccccc2)C2CCCCC2)c1` @ rCAG binder = 0
`CCCCC(CC)C(=O)N1CCN(C(=O)c2ccco2)CC1` (stereo not given) @ MBD2 DNA inh = 3
`COC(=O)C1(Cc2cc(-c3cccnc3)no2)CCN(C(=O)OC(C)(C)C)CC1` @ TCR CD3 inh = 1
`CCOC(=O)CC1C(=O)NCCN1S(=O)(=O)c1ccc(Cl)c(Cl)c1` (stereo not given) @ UHRF1 binding = 0
`Cc1ccc(-n2c(SCC(=O)O)nc3sc4c(c3c2=O)CCCC4)cc1` @ ABHD4 inh = 2
`CCCNC(=O)c1ccc(N2CCC3(CC2)CC(c2cccc(Br)c2)=NO3)c(NC(=O)c2ccco2)c1` @ ABHD4 inh = -29
